From PubChem BioAssay
TROY signal inh: TROY signaling inhibition; Q293 LMP1-TROYcd NF-kB luciferase reporter, 4 h; hit rate 0.98% among 360,000; inhibition, % at 10 µM; AID 1347056;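 active = compounds whose plate-normalised and pattern-corrected inhibition of the luciferase reporter signal at the single screening dose is 50% or more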
SRC2 inh: inhibits human steroid receptor coactivator 2 | HEK293 GAL4-SRC2 luciferase reporter, luminescence | inhibition, % at 9 µM | hit rate 0.17% among 370,000;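 active = inhibition above the mean inhibition of all tested compounds plus 3 SD, set per campaign, cut at about 52% in these data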;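 also: 0% = DMSO treated cells and 100% = cells given Gossypol at 36 µM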
SRC1 inh: human NCOA1 inhibition. inhibition, % at 3.6 µM. Q15788. hit rate 0.12% among 360,000. HEK293 GAL4-SRC1 luciferase reporter, luminescence;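 active = inhibition above the campaign mean plus 3 SD, with each screening campaign given its own cutoff, cut at about 60% in these data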;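 also: 0% = DMSO treated cells and 100% = gossypol at 36 µM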
SRC3 inh: inhibits human SRC3 coactivator; inhibition, % at 3.6 µM; Q9Y6Q9; hit rate 0.17% among 360,000; AID 588352; HEK293 GAL4-SRC3 luciferase reporter, luminescence;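 active = inhibition above a per-campaign cutoff, the mean of all compounds plus 3 SD, cut at about 60% in these data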;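 also: 0% = DMSO-treated cells and 100% = gossypol-treated cells at 36 µM; higher means less SRC3-driven luciferase light from the GAL4 reporter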
TWEAK-Fn14 inh: inhibitors of TWEAK-Fn14 interaction signaling. TWEAK-stimulated Fn14 reporter cells, luciferase luminescence, 8 h. inhibition, % at 10 µM. hit rate 2% among 360,000. AID 1159606; in the data active = inhibition above about 50%
COUP-TFII inh: NR2F2 (human) inhibition, primary screen; HEK293T NGFI-A luciferase reporter, luminescence; AID 686940; P24468; hit rate 0.7% among 370,000; inhibition, % at 8.6 µM;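 active = inhibition above a per-plate cutoff, mean inhibition of test wells between control levels plus 3 SD, cut at about 38% in these data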;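 also: cells cotransfected with COUP-TFII expression vector driving the NGFI-A reporter; 0% = median of COUP-TF2 test wells and 100% = reporter-only cells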
Target sequence (P24468 whole entry, looked up): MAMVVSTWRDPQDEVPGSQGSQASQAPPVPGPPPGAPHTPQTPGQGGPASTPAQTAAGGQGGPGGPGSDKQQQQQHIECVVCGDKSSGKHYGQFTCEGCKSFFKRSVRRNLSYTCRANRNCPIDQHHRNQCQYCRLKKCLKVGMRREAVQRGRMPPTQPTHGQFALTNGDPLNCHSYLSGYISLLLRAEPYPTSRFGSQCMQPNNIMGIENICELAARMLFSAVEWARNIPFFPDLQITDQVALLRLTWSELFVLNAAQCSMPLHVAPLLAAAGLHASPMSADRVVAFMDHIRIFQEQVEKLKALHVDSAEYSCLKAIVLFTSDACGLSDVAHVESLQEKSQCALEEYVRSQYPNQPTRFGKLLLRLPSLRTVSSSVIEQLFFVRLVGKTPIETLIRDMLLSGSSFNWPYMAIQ
EBV LMP1 NFkB: Epstein-Barr LMP1 NF-kappaB reporter inhibition | LMP1-induced NF-kappaB luciferase reporter cells, luminescence | inhibition, % at 12.5 µM | hit rate 0.69% among 350,000 | AID 504558; in the data active = inhibition above about 41%;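 also: 0% = neutral control wells and 100% = reference inhibitor control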
KKLEB tox: CF airway cell cytotoxicity counter-screen; hit rate 0.36% among 360,000; activity change (cytotoxicity), % at 5 µM; KKLEB CF airway cells viability, ATPlite luminescence, overnight; stronger effect = lower value; cells stimulated with P. aeruginosa culture filtrate;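 active = corrected activity change at or below -50% at 5 µM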
NR5A2 inv ag: NR5A2 inverse agonism in reporter assay | inhibition, % at 3.6 µM | HEK293T StAR-luciferase reporter, LRH-1 transfected, 24 h | hit rate 0.13% among 360,000;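 active = inhibition above the mean inhibition of all tested compounds plus 3 SD, cut at about 73% in these data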;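 also: 0% = DMSO wells and 100% = reporter-only cells lacking LRH-1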
Target sequence (O00482 whole entry, looked up): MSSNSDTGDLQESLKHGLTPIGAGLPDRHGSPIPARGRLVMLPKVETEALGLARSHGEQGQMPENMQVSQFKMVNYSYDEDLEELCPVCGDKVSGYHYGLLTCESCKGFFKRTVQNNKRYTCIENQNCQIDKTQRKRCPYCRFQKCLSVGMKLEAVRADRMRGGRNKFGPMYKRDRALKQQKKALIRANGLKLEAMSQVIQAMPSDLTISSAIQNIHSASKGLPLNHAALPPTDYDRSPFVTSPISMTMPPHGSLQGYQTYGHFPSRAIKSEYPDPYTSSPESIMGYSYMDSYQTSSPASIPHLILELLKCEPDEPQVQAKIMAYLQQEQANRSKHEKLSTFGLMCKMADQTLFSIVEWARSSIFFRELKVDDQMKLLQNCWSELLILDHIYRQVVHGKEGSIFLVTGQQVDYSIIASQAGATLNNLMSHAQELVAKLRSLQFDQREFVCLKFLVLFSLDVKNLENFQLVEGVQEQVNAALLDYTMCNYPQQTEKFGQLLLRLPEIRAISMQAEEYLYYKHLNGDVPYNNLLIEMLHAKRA
CF NFkB inh: blocks PAF-induced NF-kB reporter in cystic fibrosis cells | KKLEB NF-kB-GFP reporter, GFP fluorescence overnight | inhibition, % at 5 µM | hit rate 0.86% among 360,000 | AID 588850;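 active = at least 50% inhibition at 5 µM, scaled per plate between neutral and stimulator controls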;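 also: PAF is a Pseudomonas aeruginosa culture filtrate used as stimulus; plate controls were PAF-stimulated DMSO wells for no effect and unstimulated DMSO wells for full effect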
TRAIL sens C8: sensitizes caspase-8 expressing cells to TRAIL; hit rate 1% among 360,000; inhibition (viability loss, TRAIL sensitization), % at 10 µM; NB7+C8 cells + TRAIL, ATPlite viability luminescence; AID 624354;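 active = compounds causing at least 50% loss of cell viability in the single-dose screen, relative to plate controls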
The depositor's hits bear a star. Outcome played no part in choosing rows; about 4.2% have a hit in one of these screens.

For COc1cc2c(C(=O)Nc3ccccc3F)cn(C)c(=O)c2cc1OC the results were TROY signal inh 9, SRC2 inh 9, SRC1 inh -2, SRC3 inh -2, TWEAK-Fn14 inh -2, COUP-TFII inh -9, EBV LMP1 NFkB -3, KKLEB tox -7, NR5A2 inv ag -13, CF NFkB inh 15 and TRAIL sens C8 -7.
Cc1[nH]c2ccccc2c1C(=O)COC(=O)C(C)C was read as TROY signal inh -12, SRC2 inh -13, SRC1 inh 9, SRC3 inh -11, TWEAK-Fn14 inh -16, COUP-TFII inh -4, EBV LMP1 NFkB -23, KKLEB tox -1, NR5A2 inv ag -19, CF NFkB inh 5 and TRAIL sens C8 -2.
`CN=C(Nc1cccnc1)c1cccc(C(F)(F)F)c1` gave TROY signal inh 6, SRC2 inh -23, SRC1 inh 5, SRC3 inh -4, TWEAK-Fn14 inh -6, COUP-TFII inh 12, EBV LMP1 NFkB -5, KKLEB tox -1, NR5A2 inv ag -14, CF NFkB inh -1 and TRAIL sens C8 -1.
For Cc1sc2nc3ccc(N4CCCC4)nn3c(=O)c2c1C the results were TROY signal inh -14, SRC2 inh -19, SRC1 inh -24, SRC3 inh -23, TWEAK-Fn14 inh 8, COUP-TFII inh 14, EBV LMP1 NFkB -9, KKLEB tox 17, NR5A2 inv ag -37, CF NFkB inh -36 and TRAIL sens C8 19.
For Cc1cccc(C)c1NC(=O)COC(=O)Cc1ccsc1 the results were TROY signal inh 2, SRC2 inh 0, SRC1 inh 11, SRC3 inh -6, TWEAK-Fn14 inh 4, COUP-TFII inh 5, EBV LMP1 NFkB 2, KKLEB tox 3, NR5A2 inv ag 6, CF NFkB inh -15 and TRAIL sens C8 -3.
For COc1ccc(NC2CCCN(C(=O)CCCn3cncn3)C2)cc1OC (stereo not drawn) the results were TROY signal inh 2, SRC2 inh -4, SRC1 inh 9, SRC3 inh 6, TWEAK-Fn14 inh 24, COUP-TFII inh 0, EBV LMP1 NFkB 1, KKLEB tox 11, NR5A2 inv ag 4, CF NFkB inh -9 and TRAIL sens C8 -10.
Screening O=C(CC1Oc2ccccc2NC1=O)NC1CC1 (stereo not drawn) returned TROY signal inh 2, SRC2 inh 9, SRC1 inh -4, SRC3 inh 8, TWEAK-Fn14 inh 6, COUP-TFII inh 5, EBV LMP1 NFkB 7, KKLEB tox 4, NR5A2 inv ag -1, CF NFkB inh -3 and TRAIL sens C8 13.
CSc1ccccc1NC(=O)CN1c2ccccc2CC1C (stereo not drawn) was read as TROY signal inh 15, SRC2 inh 16, SRC1 inh 1, SRC3 inh 4, TWEAK-Fn14 inh 12, COUP-TFII inh 4, EBV LMP1 NFkB 8, KKLEB tox -8, NR5A2 inv ag -6, CF NFkB inh 26 and TRAIL sens C8 16.
Screening Cc1c(CC(=O)N[C@@H](C)C(=O)O)c(=O)oc2cc3oc4c(c3cc12)CCCC4 returned TROY signal inh -38, SRC2 inh -13, SRC1 inh -2, SRC3 inh -7, TWEAK-Fn14 inh 33, COUP-TFII inh -8, EBV LMP1 NFkB 1, KKLEB tox -3, NR5A2 inv ag 3, CF NFkB inh 1 and TRAIL sens C8 5.
`CCCc1nc(Nc2nc3ccccc3o2)nc(C)c1C(=O)OCC` gave TROY signal inh -35, SRC2 inh -46, SRC1 inh -112, SRC3 inh -116, TWEAK-Fn14 inh 34, COUP-TFII inh -15, EBV LMP1 NFkB -27, KKLEB tox -6, NR5A2 inv ag -107, CF NFkB inh 1 and TRAIL sens C8 36.
`Cc1cccc(N2CC(c3nc4ccccc4[nH]3)CC2=O)c1` (stereo not drawn) gave TROY signal inh -2, SRC2 inh -15, SRC1 inh -1, SRC3 inh 15, TWEAK-Fn14 inh 15, COUP-TFII inh -4, EBV LMP1 NFkB 9, KKLEB tox 13, NR5A2 inv ag -8, CF NFkB inh -13 and TRAIL sens C8 -3.
`C[C@H](CO)N1C[C@H](C)[C@@H](CN(C)Cc2ccc(Cl)c(Cl)c2)Oc2c(NC(=O)c3ccncc3)cccc2C1=O` gave TROY signal inh 9, SRC2 inh -37, SRC1 inh -10, SRC3 inh -1, TWEAK-Fn14 inh -23, COUP-TFII inh -2, EBV LMP1 NFkB 3, KKLEB tox -5, NR5A2 inv ag -4, CF NFkB inh 11 and TRAIL sens C8 6.
`O=C(N=C1c2ccccc2CN1c1ccccc1)c1cccc([N+](=O)[O-])c1` gave TROY signal inh -18, SRC2 inh -6, SRC1 inh -21, SRC3 inh -28, TWEAK-Fn14 inh 12, COUP-TFII inh -3, EBV LMP1 NFkB -8, KKLEB tox 4, NR5A2 inv ag -13, CF NFkB inh -11 and TRAIL sens C8 4.
Cn1c(C(=O)N[C@@H](Cc2ccccc2)C(=O)NCCC(=O)O)cc2cc(Cl)ccc21 was read as TROY signal inh -27, SRC2 inh -22, SRC1 inh -6, SRC3 inh 2, TWEAK-Fn14 inh -7, COUP-TFII inh -6, EBV LMP1 NFkB -9, KKLEB tox -1, NR5A2 inv ag -2, CF NFkB inh -18 and TRAIL sens C8 -1.
`Cc1ccc(C)c(-c2cc(C(=O)NCc3cccs3)c3ccccc3n2)c1` gave TROY signal inh 13, SRC2 inh -3, SRC1 inh -20, SRC3 inh 18, TWEAK-Fn14 inh 11, COUP-TFII inh 4, EBV LMP1 NFkB 3, KKLEB tox -10, NR5A2 inv ag 6, CF NFkB inh -5 and TRAIL sens C8 2.
Cc1cccc(N2C(=O)N3[C@@H]4c5ccccc5OC[C@@H]4[C@@H](c4ccccc4)[C@@]3(C)C2=O)c1 was read as TROY signal inh 17, SRC2 inh 6, SRC1 inh 6, SRC3 inh 0, TWEAK-Fn14 inh -5, COUP-TFII inh -6, EBV LMP1 NFkB 3, KKLEB tox -31, NR5A2 inv ag -8, CF NFkB inh 8 and TRAIL sens C8 -5.
c1ccc(SSc2ccccc2)cc1 was read as TROY signal inh -2, SRC2 inh 6, SRC1 inh 3, SRC3 inh -17, TWEAK-Fn14 inh -3, COUP-TFII inh 4, EBV LMP1 NFkB 0, KKLEB tox 10, NR5A2 inv ag -21, CF NFkB inh -12 and TRAIL sens C8 3.
Screening O=C(CSc1nnc2scc(-c3ccccc3)n12)c1ccc2c(c1)OCCO2 returned TROY signal inh 9, SRC2 inh -29, SRC1 inh 3, SRC3 inh -12, TWEAK-Fn14 inh 6, COUP-TFII inh -8, EBV LMP1 NFkB -1, KKLEB tox -17, NR5A2 inv ag 1, CF NFkB inh -2 and TRAIL sens C8 -8.
Screening CC(=O)c1c(C)[nH]c(C(=O)COc2ccc3ccc(=O)oc3c2)c1C returned TROY signal inh 5, SRC2 inh 6, SRC1 inh 28, SRC3 inh -70, TWEAK-Fn14 inh 0, COUP-TFII inh 14, EBV LMP1 NFkB 8, KKLEB tox -2, NR5A2 inv ag 17, CF NFkB inh -28 and TRAIL sens C8 20.
O=C1c2ccccc2CCC12N=NCC2c1ccccc1 (stereo not drawn) was read as TROY signal inh -5, SRC2 inh -22, SRC1 inh -17, SRC3 inh -23, TWEAK-Fn14 inh -8, COUP-TFII inh -11, EBV LMP1 NFkB -33, KKLEB tox 8, NR5A2 inv ag 1, CF NFkB inh -14 and TRAIL sens C8 1.
For COc1ccc(CCNc2ccc(N3C(=O)CC(C)C3=O)cc2[N+](=O)[O-])cc1 (stereo not drawn) the results were TROY signal inh 20, SRC2 inh 13, SRC1 inh 6, SRC3 inh 7, TWEAK-Fn14 inh 8, COUP-TFII inh 4, EBV LMP1 NFkB 10, KKLEB tox 6, NR5A2 inv ag 12, CF NFkB inh 1 and TRAIL sens C8 0.
`Cc1ccc(CCNC(=O)C2CCCN(S(=O)(=O)c3c(C)noc3/C=C/N(C)C)C2)cc1` (stereo not drawn) gave TROY signal inh 14, SRC2 inh -33, SRC1 inh -1, SRC3 inh -4, TWEAK-Fn14 inh 34, COUP-TFII inh 2, EBV LMP1 NFkB 2, KKLEB tox -12, NR5A2 inv ag 16, CF NFkB inh 19 and TRAIL sens C8 4.
CCOc1ccccc1-c1nc(CN2CCN(C(=O)c3ccco3)CC2)c(C)o1 was read as TROY signal inh 2, SRC2 inh -17, SRC1 inh -6, SRC3 inh -2, TWEAK-Fn14 inh -7, COUP-TFII inh 3, EBV LMP1 NFkB -5, KKLEB tox 8, NR5A2 inv ag -9, CF NFkB inh 6 and TRAIL sens C8 3.
For Cc1ccc(S(=O)(=O)Nc2c(O)ccc3ccccc23)cc1 the results were TROY signal inh 14, SRC1 inh -31, SRC3 inh -57, TWEAK-Fn14 inh 34, KKLEB tox 10, NR5A2 inv ag -4, CF NFkB inh -20 and TRAIL sens C8 -3.
Cc1ccc(C(C(=O)NC2CCCC2)N(Cc2ccc3c(c2)OCO3)C(=O)c2snc(C(N)=O)c2N)cc1 (stereo not drawn) was read as TROY signal inh -11, SRC2 inh -5, SRC1 inh -1, SRC3 inh 3, TWEAK-Fn14 inh -8, COUP-TFII inh -16, EBV LMP1 NFkB -13, KKLEB tox 2, NR5A2 inv ag 11, CF NFkB inh 8 and TRAIL sens C8 -3.
Cc1cc(C)n2nc(C(=O)N/N=C/c3ccccc3C)nc2n1 was read as TROY signal inh -8, SRC2 inh -10, SRC1 inh -19, SRC3 inh 13, TWEAK-Fn14 inh 1, COUP-TFII inh -23, EBV LMP1 NFkB 7, KKLEB tox 6, NR5A2 inv ag 7, CF NFkB inh -11 and TRAIL sens C8 -2.
`COCCNC(=O)CN1CCC(NC(=O)c2ccco2)CC1` gave TROY signal inh 9, SRC2 inh -23, SRC1 inh 0, SRC3 inh -20, TWEAK-Fn14 inh -8, COUP-TFII inh 5, EBV LMP1 NFkB 1, KKLEB tox -5, NR5A2 inv ag -6, CF NFkB inh 5 and TRAIL sens C8 -7.
For C[C@H](CO)N1C[C@H](C)[C@@H](CN(C)S(=O)(=O)c2ccccc2)Oc2ccc(NS(=O)(=O)c3cccs3)cc2C1=O the results were TROY signal inh 4, SRC2 inh -13, SRC1 inh 6, SRC3 inh 5, TWEAK-Fn14 inh -37, COUP-TFII inh -5, EBV LMP1 NFkB -2, KKLEB tox -4, NR5A2 inv ag -12, CF NFkB inh -37 and TRAIL sens C8 17.
Screening COc1ccc(NC(=O)CCNS(=O)(=O)c2cc(Br)cnc2N)c(OC)c1 returned TROY signal inh 6, SRC2 inh 22, SRC1 inh 4, SRC3 inh 8, TWEAK-Fn14 inh 4, COUP-TFII inh 11, EBV LMP1 NFkB 5, KKLEB tox 9, NR5A2 inv ag 7, CF NFkB inh -20 and TRAIL sens C8 0.
`COc1ccc(C(=O)COC(=O)C2COc3ccccc3O2)c(OC)c1` (stereo not drawn) gave TROY signal inh -14, SRC2 inh 9, SRC1 inh 1, SRC3 inh -16, TWEAK-Fn14 inh 10, COUP-TFII inh -5, EBV LMP1 NFkB 2, KKLEB tox 12, NR5A2 inv ag -11, CF NFkB inh -13 and TRAIL sens C8 -14.
OC(CN1C2=NCCN2c2ccccc21)c1ccc(Br)cc1 (stereo not drawn) was read as TROY signal inh 21, SRC2 inh 3, SRC1 inh -4, SRC3 inh 3, TWEAK-Fn14 inh -26, COUP-TFII inh 10, EBV LMP1 NFkB 3, KKLEB tox -4, NR5A2 inv ag 3, CF NFkB inh -11 and TRAIL sens C8 11.
